Rv3671c inh: Rv3671c serine protease inhibitors, primary screen, biochemical, fluorescence polarization, M. tuberculosis H37Rv; P9WHR9; inhibition, % at 5.96 µM; 320,000 tested, 0.048% active; in the data active means inhibition above about 38%;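 further: extracellular domain of Rv3671c used as enzyme; 0% = enzyme with DMSO and 100% = no enzyme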
Target sequence (P9WHR9 whole entry, looked up, the tested form may be a part): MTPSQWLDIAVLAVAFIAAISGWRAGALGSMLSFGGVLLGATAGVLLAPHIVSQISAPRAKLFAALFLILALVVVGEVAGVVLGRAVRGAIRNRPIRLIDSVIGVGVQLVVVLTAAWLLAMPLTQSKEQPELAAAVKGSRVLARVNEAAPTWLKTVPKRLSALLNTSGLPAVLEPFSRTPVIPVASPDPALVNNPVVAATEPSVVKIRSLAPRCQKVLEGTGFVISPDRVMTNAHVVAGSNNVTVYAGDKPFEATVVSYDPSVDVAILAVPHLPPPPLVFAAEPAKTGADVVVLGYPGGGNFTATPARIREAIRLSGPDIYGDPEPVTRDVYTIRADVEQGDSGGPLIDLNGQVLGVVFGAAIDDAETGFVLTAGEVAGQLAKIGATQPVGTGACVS
PriA SSB inh: inhibitors of Klebsiella pneumoniae PriA binding to SSB C-terminal tail, primary screen, biochemical, AlphaScreen. PriA–SSB C-terminal tail interaction (Klebsiella pneumoniae). AlphaScreen SSBct-PriA binding, biotinylated peptide. inhibition, % at 33 µM. 430,000 tested, 0.6% active; in the data active means inhibition mostly above about 37%, no sharp cut-off; inactive means mostly below about 20%;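 further: plate controls were negative control peptide for no effect and reference peptide for full effect; strong numbers were not always called active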
Y pestis TopoI: Yersinia pestis topoisomerase I inhibitors, primary screen, biochemical, cleavage product accumulation, plate reader, single point | Y. pestis Topo-I cleavage product accumulation | activity, % at 10 µM | 360,000 tested, 0.064% active | AID 504884, 2011; in the data active means activity above about 50%, passing the limit was not always enough; inconclusive means no clear call, values can overlap the other calls; further: inactives centre near 2
TcdB GH inh: TcdB glycohydrolase inhibitors, primary screen, biochemical, single point, plate reader; AID 652162, 2013; 350,000 tested, 0.24% active; inhibition, % at 9.99 µM; Toxin B (Clostridioides difficile), P18177; TcdB glycohydrolase enzymatic assay; in the data active means inhibition above about 10%
Vc quorum ag: inducers of Vibrio cholerae quorum light production without autoinducers, primary screen, BH1578 luxS cqsA deficient, single point; V. cholerae BH1578 lux reporter, luminescence, 6 h; activation, % at 18.7 µM; 350,000 tested, 0.16% active; in the data active means activation mostly above about 9.7%, no sharp cut-off; inconclusive means no clear call, values can overlap the other calls; inactive means mostly below about 3.7%; further: not every result past the cut was called active; inactives centre near 0; reference of the scale not given here
VHR inh abs: VHR1 phosphatase inhibitors, primary screen, biochemical, absorbance, uHTS; 290,000 tested, 0.52% active; recombinant VHR phosphatase, pNPP absorbance; AID 1654, 2009; Dual specificity protein phosphatase 3 (Homo sapiens), P51452; inhibition, % at 13.3 µM; in the data active means inhibition above about 50%; further: some compounds called inactive have numbers as strong as hits
Target sequence (P51452 whole entry, looked up): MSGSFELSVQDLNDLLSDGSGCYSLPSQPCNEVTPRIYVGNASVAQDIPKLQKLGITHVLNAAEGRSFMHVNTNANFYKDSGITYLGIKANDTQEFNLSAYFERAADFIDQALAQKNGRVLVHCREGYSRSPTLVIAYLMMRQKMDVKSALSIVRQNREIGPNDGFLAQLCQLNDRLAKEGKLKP
MazF activator: activators of E. coli MazEF toxin-antitoxin RNase, primary screen, biochemical, fluorescence, uHTS; Endoribonuclease toxin MazF (Escherichia coli (strain K12)), P0AE70; FAM/BHQ RNA-DNA oligo cleavage fluorescence, 5 h; activation, % at 20 µM; 350,000 tested, 0.32% active; AID 504720, 2011; in the data active means activation above about 50%
Target sequence (P0AE70 whole entry, looked up): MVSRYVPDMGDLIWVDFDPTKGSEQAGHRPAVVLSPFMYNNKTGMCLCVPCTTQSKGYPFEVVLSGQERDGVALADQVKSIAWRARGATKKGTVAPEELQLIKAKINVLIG
Anthrax LF prot: Bacillus anthracis LF protease inhibitors, primary screen, biochemical, multiplex microsphere, MLPCN library | Lethal factor (Bacillus anthracis), P15917 | multiplex microsphere protease cleavage assay | inhibition, % at 10 µM | 360,000 tested, 0.12% active | AID 588501, 2011; in the data active means inhibition above about 30%; inconclusive means no clear call, values can overlap the other calls; further: plate controls were buffer without enzyme for full effect and enzyme alone for no effect
PfHsp40 rescue: rescue of yeast from PfHsp40 toxicity, primary screen, S. cerevisiae, ATP luminescence | S. cerevisiae expressing PfHsp40, growth rescue | 340,000 tested, 0.68% active | growth rescue, % at 12.5 µM | AID 504582, 2011; in the data active means growth rescue above about 28%, passing the limit was not always enough; inconclusive means no clear call, values can overlap the other calls;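 further: yeast W303a lacking pdr1 and pdr3 grown in galactose medium; growth measured after three days at 30 °C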
3CLpro inhibitor: SARS-CoV 3CLpro protease inhibitors, primary screen, biochemical, quenched FRET; recombinant SARS-CoV 3CLpro, quenched FRET peptide cleavage; inhibition, % at 6 µM; 290,000 tested, 0.14% active; AID 1706, 2009; in the data active means inhibition above about 12%
Starred values were filed as active, the others as inactive; i = inactive; ? = inconclusive; / = no result given; + = active, no number; & = joins results of further samples. These rows are one share of the data; the hit share may differ from the screen's.

SMILES | Rv3671c inh | PriA SSB inh | Y pestis TopoI | TcdB GH inh | Vc quorum ag | VHR inh abs | MazF activator | Anthrax LF prot | PfHsp40 rescue | 3CLpro inhibitor
CC(=O)N(CCc1ccccc1C)Cc1cc2cc(C)ccc2[nH]c1=O | / | 3 | 17 | -0.3 | i | 14 | 2 | 9 | 1.4 | 3
COc1ccc(CCNC(=O)CCCCn2c(=O)[nH]c3ccccc3c2=O)cc1OC | 11 | -4 | -6 | / | -0.2 | 27 | 2 | -4 | -0.9 | 6
COc1ccc(NC(=O)C2CCC(CNc3c(N4CCCCC4)c(=O)c3=O)CC2)c(OC)c1 (stereo unspecified) | -8 | -1 | 5 | -0.3 | i | 14 | 3 | -4 | -0.6 | 8
Nc1c2c(nc3ccccc13)CCCC2=O | 3 | 0 | -3 | 1.6 | -0.8 | 29 | 13 | 26 | 1.2 | 2
Cc1cccc2cc(CN(Cc3cccs3)Cc3nnnn3Cc3ccccc3)c(=O)[nH]c12 | -20 | 17 | 7 | / | i | 33 | -5 | -3 | 0.8 | 0
CSCC[C@H](NC(=O)C1CCC(CNC(=O)[C@@H]2CCCN2C(=O)OC(C)(C)C)CC1)C(=O)O (stereo partly specified) | / | 1 | -3 | -0.1 | -0.5 | -16 | 6 | 9 | -0.5 | -7
COc1ccc(S(=O)(=O)Nc2ccc3c(c2)CC(=O)N([C@H](C)CO)C[C@H](C)[C@H](CN(C)C(=O)Nc2ccc4c(c2)OCO4)O3)cc1 | 0 | 4 | 21 | 1.8 | 0.7 | / | 8 | -2 | -0.6 | /
Cc1ccc(Cl)cc1N1CCN(C(=O)Cn2ccc3ccccc3c2=O)CC1 | -6 | -17 | 4 | / | i | 19 | 0 | -7 | 0.7 | -2
O=S(=O)(NC(=S)c1ccccc1)c1ccccc1 | 0 | -2&3 | -7 | 2.7 | -0.1 | / | 8 | -14 | -0.9 | /
O=S(=O)(NCC(c1cccnc1)N1CCOCC1)c1ccccc1 (stereo unspecified) | 3 | -5 | 1 | -0.1 | -0.2 | -12 | 2 | 1 | -1.5 | 1
CCOc1cc(/C=N/NC(=O)c2ccc(N(C)S(=O)(=O)c3ccccc3)cc2)ccc1OC | -60 | / | 17 | -0.4 | -0.4 | -3 | -21 | -3 | -0.4 | -10
CC/C(=N\NC(=O)CSCc1ccc(Cl)cc1)c1ccc2c(c1)OCCO2 | 6 | / | 33 | / | 8.3 | 17 | -3 | 0 | 1.1 | 0
NC(=O)CCC1NC(=S)N(Cc2ccccc2)C1=O (stereo unspecified) | 5 | 2 | 10 | 1.6 | -1.1 | 5 | 2 | 1 | -1.4 | -1
CCC(=O)N1CCc2cc(Br)cc(S(=O)(=O)N3CCC(C(=O)NC(C)(C)C)CC3)c21 | 4 | 2 | 22 | 0.6 | -0.4 | -8 | 11 | -3 | 6.5 | -5
COc1ccc(CN(C)C(=O)c2cc(-c3ccc(C)cc3C)nc3ccccc23)c(OC)c1OC | 8 | 1 | 30 | 3.1 | -0.2 | -8 | 2 | -14 | 1.3 | 1
OC(C#CCCN1CCCCC1)(c1ccccc1)c1ccccc1 | 3 | -16 | -2 | 0.6 | i | 12 | 9 | 4 | -0.1 | 9
Cc1c2cn[nH]c(=O)c2c(C)n1-c1ccccc1 | 5 | -4 | 4 | 0.2 | i | 7 | -5 | 8 | -0.6 | 1
COC(=O)c1ccc(N2CCC(C)CC2)c(N)c1 | -2 | 12 | -10 | / | i | -4 | -4 | -6 | 0.5 | -4
COc1cc(C(=S)N2CCC(Cc3ccccc3)CC2)ccc1OCC(N)=O | -14 | 21 | 44 | 4.0 | -7.7 | / | 1 | -2 | 1.7 | -2
c1ccc(-c2cc(-c3ccncc3)nc3ccc4ccccc4c23)cc1 | 2 | -12 | -1 | 0.0 | -0.1 | 17 | -4 | 1 | -0.5 | 0
COc1cc(C(=O)OCC(=O)N2c3ccccc3NC(=O)C2(C)C)ccc1OCC(C)C | -9 | -14 | 6 | -0.9 | i | / | 1 | -7 | -2.0 | /
O=C(CN1C(=O)C2C3C=CC(C3)C2C1=O)Nc1ccc(S(=O)(=O)Nc2nccs2)cc1 (stereo unspecified) | 2 | -3 | 9 | 0.3 | i | -7 | 1 | -3 | 0.8 | -6
Cc1ccc(NC(=O)CN(C)Cc2ccc(Cl)cc2)cc1 | 5 | -5 | 22 | -0.5 | i | 34 | 2 | -1 | 3.7 | 5
COc1ccccc1C(=O)N/C(=C\c1ccccc1)C(=O)NC(Cc1ccccc1)C(=O)O (stereo unspecified) | -3 | -7 | 2 | 0.0 | -0.3 | 5 | -3 | 4 | 0.7 | 2
CCOc1ncccc1C(=O)OCC(=O)Nc1cccc(S(N)(=O)=O)c1 | 5 | -5 | -4 | -0.8 | -0.3 | 22 | 7 | 1 | -0.8 | 1
O=C(COC(=O)CSc1ccc2ccccc2c1Br)NC1CC1 | -22 | -7 | 12 | 1.8 | i | 22 | 5 | -1 | 2.4 | 2
Cc1sc2ncnc(OCC(=O)c3ccc(S(=O)(=O)N4CCCC4)cc3)c2c1C | -3 | 3 | -7 | / | -0.3 | 18 | 7 | -6 | 1.3 | -2
CC(C)(C)c1cc(=O)n(-c2ccccc2)[nH]1 | -214 | -2 | -5 | -1.9 | -0.3 | -11 | -2 | 0 | -0.2 | -3
CN1C2CCC1/C(=C/c1cccn1C)C(=O)/C2=C\c1cccn1C | -131 | 40 | 10 | -0.3 | -0.3 | 2 | + | 17 | 1.7 | -1
COc1ccc(N(CC(=O)Nc2cccc3ccccc23)S(C)(=O)=O)cc1 | -4 | -14 | -4 | -1.7 | 0.7 | -6 | -19 | -8 | -1.8 | 1

5 entries from above, reformatted.
smiles	Rv3671c inh	PriA SSB inh	Y pestis TopoI	TcdB GH inh	Vc quorum ag	VHR inh abs	MazF activator	Anthrax LF prot	PfHsp40 rescue	3CLpro inhibitor
COc1cc(C(=S)N2CCC(Cc3ccccc3)CC2)ccc1OCC(N)=O	-14	21	44	4.0	-7.7	/	1	-2	1.7	-2
c1ccc(-c2cc(-c3ccncc3)nc3ccc4ccccc4c23)cc1	2	-12	-1	0.0	-0.1	17	-4	1	-0.5	0
COc1cc(C(=O)OCC(=O)N2c3ccccc3NC(=O)C2(C)C)ccc1OCC(C)C	-9	-14	6	-0.9	i	/	1	-7	-2.0	/
O=C(CN1C(=O)C2C3C=CC(C3)C2C1=O)Nc1ccc(S(=O)(=O)Nc2nccs2)cc1 (stereo unspecified)	2	-3	9	0.3	i	-7	1	-3	0.8	-6
Cc1ccc(NC(=O)CN(C)Cc2ccc(Cl)cc2)cc1	5	-5	22	-0.5	i	34	2	-1	3.7	5

(more compounds)
SMILES | Rv3671c inh | PriA SSB inh | Y pestis TopoI | TcdB GH inh | Vc quorum ag | VHR inh abs | MazF activator | Anthrax LF prot | PfHsp40 rescue | 3CLpro inhibitor
COc1cccc(C(=O)N(C)C(C)c2nc3ccccc3s2)c1 (stereo unspecified) | -7 | -4 | 18 | 2.9 | -0.2 | 17 | -8 | -6 | 1.7 | -3
O=C(NCc1ccco1)[C@@H]1CSC2c3ccccc3C(=O)N21 (stereo partly specified) | -2 | 4 | 8 | / | i | 24 | 1 | 2 | 0.0 | 4
Cc1cc(C)n(-c2nc3c(c(=O)[nH]c(=O)n3C)n2CC(O)COc2ccccc2C)n1 (stereo unspecified) | 5 | -11 | 27 | / | -0.4 | -8 | 4 | ? | 0.8 | 2
O=C1c2oc3ccc(F)cc3c(=O)c2C(c2ccc(F)cc2)N1CCCN1CCOCC1 (stereo unspecified) | 5 | -6 | 0 | -0.3 | -0.3 | / | 0 | -2 | -1.7 | 1
CCN(CC(=O)Nc1c(F)cccc1F)C(=O)c1cc(C)nc2ccccc12 | -1 | 0 | -4 | 0.8 | -1.4 | / | 2 | -4 | -0.6 | /
Cc1ccc(S(=O)(=O)N2CCC(=O)N(CCOCc3ccccc3C)CC2)cc1 | -8 | 5 | 40 | / | 1.1 | 16 | 0 | 0 | 2.8 | 3
CCOC(=O)c1cccc(C2=CC(=O)C[C@H](c3ccc(Cl)cc3)C2)c1 | -14 | -12 | 42 | 0.4 | -14 | / | 1 | -3 | 3.0 | /
CCOc1cc(N2CCOCC2)c(OCC)cc1NC(=O)c1ccccc1C | 0 | -3 | 4 | -1.1 | 0.4 | 21 | 11 | -1 | 0.0 | 2
Cc1nn(C)c(C)c1S(=O)(=O)NCc1cccs1 | 6 | -5 | -5 | / | 4.6 | 18 | 11 | 3 | 1.0 | -1
COc1ccc2cc3cc(C(=O)NCC4CCCO4)oc3nc2c1 (stereo unspecified) | 4 | -9 | 4 | / | -6.0 | 10 | 3 | -5 | 0.9 | 5
CCOC(=O)c1c(C)[nH]c(C(=O)COC(=O)CCC2CCCC2)c1C | -1 | -19 | -3 | / | i | 7 | 2 | 1 | -1.6 | 0
COc1ccc(CNC(=O)C(=O)NCC2CCCN2S(=O)(=O)c2cccs2)cc1 (stereo unspecified) | 3 | -10 | 9 | 0.2 | i | / | -1 | -1 | -1.1 | /
COc1ccc(S(=O)(=O)N2CCN(Cc3cccc(Cl)c3)CC2)cc1 | 6 | -8 | 38 | / | -0.2 | -13 | -8 | -5 | 2.9 | 1
CC(NS(=O)(=O)c1cccc(Cl)c1)C(=O)N(C)C1CCN(C)CC1 (stereo unspecified) | 0 | -13 | 2 | / | -0.4 | 13 | 7 | 1 | -1.5 | -7
COc1ccccc1N(CC(=O)NC(C)(C)C)C(=O)Cn1nnc(-c2ccc(C)o2)n1 | 2 | 1 | 4 | / | 0.1 | -12 | -6 | -7 | -1.5 | 1
CC/C(=N\Nc1ccnc2cc(Cl)ccc12)c1ccc(O)cc1 | 9 | / | -20 | 0.8 | i | -8 | 9 | -18 | -0.1 | -1
CC1CN(c2ccc(S(=O)(=O)N3CCOCC3)cn2)CC(C)O1 (stereo unspecified) | 3 | -11 | 3 | / | 0.7 | 5 | 4 | -3 | -0.6 | -7
COc1ccccc1C1(CC(=O)N2CCOCC2)CCOC(C(C)C)C1 (stereo unspecified) | 2 | -15 | -2 | / | -2.8 | 24 | -2 | 1 | 0.5 | -5
NCCOc1cnn(-c2ccccc2Cl)c(=O)c1Cl | -3 | -9 | 8 | / | -0.6 | -11 | 4 | -3 | -0.9 | 5
Brc1cccc(Cn2c(-c3cncs3)nc3ccccc32)c1 | -9 | -6 | 37 | / | -3.1 | 3 | -4 | -2 | 0.3 | -2
COc1ccc(C2CC(c3ccccc3O)=NN2c2ccccc2)cc1 (stereo unspecified) | 3 | -1 | -4 | 0.7 | 0.6 | / | 2 | -2 | -0.7 | /
CC(C)c1c(C(=O)N/N=C/c2ccco2)nnn1-c1nonc1N | 11 | / | -2 | -0.7 | -3.8 | 17 | 4 | -1 | 0.1 | -2
COc1c(N2CCN(C(=S)NCc3ccccc3)C(C)C2)c(F)cc2c(=O)c(C(=O)O)cn(C3CC3)c12 (stereo unspecified) | -6 | -15 | 62* | / | i | 26 | 3 | 0 | ? | 5
O=C(CCCN=C1NS(=O)(=O)c2ccccc21)OCc1cc([N+](=O)[O-])cc2c1OCOC2 | 8 | 5 | -4 | 1.4 | i | 22 | -1 | -1 | -1.0 | 6

Source: PubChem BioAssay
